# SENP8 block: inhibitors of human SENP8 protease; AID 2540; inhibition, % at 10 µM; Q96LD8; purified SENP8, Z-RLRGG-aminoluciferin cleavage, luminescence; actives 1.2% (n = 330,000)
# Target sequence (Q96LD8 whole entry, looked up): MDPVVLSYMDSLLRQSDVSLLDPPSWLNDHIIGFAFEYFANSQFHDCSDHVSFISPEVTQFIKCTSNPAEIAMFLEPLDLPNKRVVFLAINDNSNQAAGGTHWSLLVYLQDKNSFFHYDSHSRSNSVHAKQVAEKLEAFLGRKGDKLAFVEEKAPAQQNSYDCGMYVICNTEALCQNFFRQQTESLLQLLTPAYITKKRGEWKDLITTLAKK
# CCR6 antag: blocks CCL20-driven beta-arrestin recruitment at human CCR6; P51684; CHO-K1 CCR6 PathHunter beta-arrestin, luminescence, CCL20-stimulated; inhibition, % at 20 µM; actives 0.49% (n = 340,000); AID 493098;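 active means compounds whose inhibition of the agonist-driven luminescence signal at 20 µM reaches about 50%, limit read from the data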;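 further: cells stimulated with CCL20 at 14 nM final; plate controls were DMSO with CCL20 for no effect and DMSO without agonist for full effect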
# Apaf1 inhib: human Apaf-1 inhibition. O14727. actives 0.71% (n = 330,000). reconstituted apoptosome caspase-3 activity, DEVD-Rh110 fluorescence. AID 489030. inhibition, % at 20 µM; active means inhibition of at least 40% at 20 µM;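 further: plate controls were DMSO wells for no effect and DEVD-CHO caspase inhibitor wells for full effect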
#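 System: reconstituted apoptosome with Apaf-1, cytochrome c, caspase-9, procaspase-3, dATP; Signal: Rh110 fluorescence intensity; Schedule: 30 min compound preincubation, 50 min activation, room temperature; Reagent: cytochrome c trigger plus (Z-DEVD)2-Rh110 caspase-3 substrate.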
# UBC13 polyUb: blocks human UBC13 polyubiquitin chain formation; inhibition, % at 20 µM; TR-FRET; actives 0.47% (n = 330,000); in the data active means inhibition above about 45%, passing the limit was not always enough
# Target sequence (P61088 whole entry, looked up): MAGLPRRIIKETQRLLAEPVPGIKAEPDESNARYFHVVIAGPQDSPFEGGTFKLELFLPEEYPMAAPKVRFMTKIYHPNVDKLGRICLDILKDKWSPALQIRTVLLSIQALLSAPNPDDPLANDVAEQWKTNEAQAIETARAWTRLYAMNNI
# EBI2 block: antagonists of human EBI2 receptor; P32249; EBI2 beta-arrestin recruitment, luminescence, 7a,25-OHC stimulated; inhibition, % at 5 µM; actives 0.81% (n = 360,000); AID 651636; in the data active means inhibition above about 38%;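 further: enzyme fragment complementation signal reports receptor beta-arrestin coupling in cells; 0% = agonist plus DMSO wells and 100% = wells without agonist; some results beyond the cut were filed as inactive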
# Target sequence (P32249 whole entry, looked up, the tested form may be a part): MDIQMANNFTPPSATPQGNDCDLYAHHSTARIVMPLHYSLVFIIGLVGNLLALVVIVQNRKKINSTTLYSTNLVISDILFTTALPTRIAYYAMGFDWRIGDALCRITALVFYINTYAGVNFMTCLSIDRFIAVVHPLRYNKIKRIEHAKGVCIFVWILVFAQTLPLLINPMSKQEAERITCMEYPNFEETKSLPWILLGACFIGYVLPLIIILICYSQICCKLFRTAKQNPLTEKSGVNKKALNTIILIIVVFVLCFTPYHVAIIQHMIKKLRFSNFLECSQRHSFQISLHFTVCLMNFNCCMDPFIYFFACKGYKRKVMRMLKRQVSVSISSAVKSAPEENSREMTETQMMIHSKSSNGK
# Gli-Sufu block: antagonists of Gli-Sufu signaling | inhibition, % at 5 µM | actives 0.74% (n = 340,000) | Sufu-KO-LIGHT fibroblasts, Gli luciferase reporter luminescence | AID 588413;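 active means inhibition above about 55%, limit read from the data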;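 further: 0% = DMSO-treated cells and 100% = wells with medium but no cells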
# Jurkat NFkB inh: inhibitors of the PMA/ionomycin-induced NF-kB reporter in Jurkat cells | PMA/ionomycin-induced NF-kB luciferase reporter, luminescence | inhibition, % at 4 µM | actives 0.53% (n = 330,000) | AID 435003
# 697 NFkB inh: inhibitors of the PMA/ionomycin-induced NF-kB reporter in 697 B cells. 697 B-cell NF-kB luciferase reporter, 16 h. inhibition, % at 4 µM. actives 0.33% (n = 330,000); in the data active means inhibition above about 35%
# Active calls of the source: *; · = no result given. Unless noted, no stated cut-off is given here; in the data, active means inhibition above about 50%; inactive means the rest. These rows are one share of the data; rates above refer to the full screens.
structure,SENP8 block,CCR6 antag,Apaf1 inhib,UBC13 polyUb,EBI2 block,Gli-Sufu block,Jurkat NFkB inh,697 NFkB inh
O=C(COC(=O)c1ccc(S(=O)(=O)NCc2ccco2)cc1)Nc1ccc(OC(F)F)cc1,9,-6,1,6,0,0,7,22
Cc1ccc(C)c(S(=O)(=O)N2CCN(C(=O)[C@@H]3CCCN3C(=O)c3cccs3)CC2)c1,-3,-4,-3,-12,2,-1,4,13
CN1/C(=C\C(=O)c2cccc([N+](=O)[O-])c2)Sc2ccccc21,-13,24,5,-2,6,-67,-175,-101
CCOc1ccc(-n2c(SCC(N)=O)nc3c([nH]c4ccccc43)c2=O)cc1,6,4,15,3,-16,13,-4,-5
CC(C)c1ccc(NC(=O)C(c2ccc3c(c2)OCO3)N2CCCCC2)cc1 (centres undefined),10,13,23,12,-9,12,0,9
COc1ccccc1CN1CC(C(=O)NCc2nc3ccccc3n2C)CCC1=O (centres undefined),-7,0,-7,8,2,-1,9,25
COc1cccc(/C=C(\CC(=O)O)c2nc3ccccc3s2)c1,6,8,6,-4,-2,-2,-4,2
COc1ccc(N2CCN(C3CCCN(Cc4cccc(OC)c4)C3)CC2)cc1 (centres undefined),4,8,-1,1,3,32,0,-6
CCOC(=O)CSc1nn(C)c(=S)s1,-10,-18,10,-7,-1,5,-7,-5
O=c1c2ccccc2nc(-c2ccccc2Cl)n1O,2,0,-3,8,-2,-2,-8,7
Cc1cc(C)cc(NC(=O)Nc2ccc(-n3ccc(C(F)(F)F)n3)cc2)c1,-11,-8,-15,2,13,-2,-26,-1
COc1ccc(-n2c(CNc3ccc(C)cc3)nnc2SCc2ccccc2)cc1,1,14,25,3,31,-9,17,-20
Nc1cc(=O)[nH]c(SCc2ccc(Cl)cc2)n1,-5,0,8,1,-8,10,9,2
O=S(=O)(CCc1nc2ccccc2[nH]1)c1ccc(Br)cc1,-4,12,4,10,-2,3,-2,18
COc1cc(OC)cc(C(=O)Nc2cc(-c3cn4cccnc4n3)ccc2C)c1,11,12,-9,26,-3,0,-5,11
CC(=O)c1sc(NC(=O)CCCc2nc3ccccc3c(=O)[nH]2)nc1-c1ccccc1,-13,7,3,-4,-13,1,4,0
Cc1c(-c2cc(C(=O)O)c3ccccc3n2)cnn1C,-5,0,3,12,-9,1,3,-5
COc1cc(CN2CCNC(=O)C2CC(=O)N2CCCO2)cc(OC)c1 (centres undefined),-4,7,-4,-9,-2,-3,3,-20
O=C(COc1ccc(NC(=O)c2ccccc2)cc1)c1ccccc1,-13,2,10,2,-5,-26,11,-7
O=C(CCCCCBr)N1CCC(CC2CC(c3ccc(Cl)cc3)=NO2)(C(=O)NCC2CCCCC2)CC1 (centres undefined),4,12,6,12,8,-2,12,9
Cc1ccc(-n2c(Cl)c(Cl)[nH]c(=O)c2=O)cc1,-2,-14,1,-9,-10,-3,14,14
O=C(Nc1nnc(-c2ccc(F)cc2)s1)c1ccco1,0,14,0,8,-8,-5,0,-67
Cc1oc(-c2ccccc2Cl)nc1CS(=O)(=O)CC(=O)NC1CCCC1,-9,12,5,3,-3,1,-1,5
O=C(NCCOc1ccccc1F)Nc1ccc(Br)cc1,-3,2,9,6,22,-10,-18,-17
C/C(N)=C(/C#N)C(=O)CSc1nc2ccc(C)cc2[nH]1,-14,12,1,-4,6,-57,-128,-150
Clc1ccc(NCc2nnc3n2CCCCC3)cc1,-1,5,-11,7,26,4,1,17
Cc1cnc(NC2=NCCC2)s1,-1,-4,-10,4,-5,2,9,1
COc1ccc(-c2cc(-c3ccccc3)nc(-c3ccc4c(c3)NC(=O)CO4)c2)cc1,-1,-20,11,-19,-25,5,5,-4
CC(=O)c1cc2c(cc1NC(=O)CN1CCCCCCC1)OCO2,0,20,14,5,4,8,1,7
O=c1[nH]c(=O)c2nc3ccccc3nc2[nH]1,-17,-5,13,-31,2,-6,13,4
Cc1cccc(C)c1NC(=O)CCCCCC1NC(=O)NC1C (centres undefined),-2,1,-13,5,2,-4,-22,0
COC(=O)c1ccc(NC(=O)c2snnc2-c2ccccc2)cc1,-5,33,6,11,2,-3,7,10
COc1ccc(C(=O)CSc2ccc3nnc(-c4cccnc4)n3n2)cc1,-9,6,5,-3,8,12,-4,-8
S=C(NN=C1CCN(Cc2ccccc2)CC1)NC1CCCCC1,-5,21,-7,17,13,8,-1,9
COC(=O)c1cc(NC(=O)Cc2ccc(OC)cc2)cc(C(=O)OC)c1,-9,8,16,-1,5,0,-1,30
NC(=O)C1CCN(C(=O)c2ccccc2SCC(=O)NCC2CCCCC2)CC1,-2,4,19,15,-9,-9,4,-4
CCOC(=O)N1CCC(N2C(=O)c3ccccc3C2Nc2c(C)cccc2C)CC1 (centres undefined),2,-2,21,6,0,2,12,-14
O=S(=O)(c1ccccc1F)N1CCN(C(=S)NCc2ccccc2)CC1,0,9,2,13,-3,-9,6,4
O=C(c1ccc(COc2ccc3c(c2)CCC3)o1)N1CCN(c2ccccc2)CC1,1,7,16,-1,8,-11,13,-76
O=C(Cc1cccs1)NC1CCCC1,0,1,-11,2,-5,0,8,-4
NC(=S)NNc1ccnc2cc(Cl)ccc12,-4,-1,0,0,12,5,-7,5
CC1=CC(C)(C)N(C(=O)CN2C(=O)CCC2=O)c2ccccc21,0,13,-7,10,-2,-8,0,5
N=C1C(c2ccccc2)=C(O)CN1c1ccc2c(c1)OCO2,-4,4,-24,0,0,38,16,10
O=C(NCc1ccc(F)cc1)c1cc2c(s1)CS(=O)(=O)C2,6,-4,-10,5,-6,-2,14,7
O=C(NCc1ccc2c(c1)OCO2)C1CCC(CNS(=O)(=O)c2ccc(Cl)cc2)CC1 (centres undefined),-3,20,3,-5,18,2,-3,-26
O=C(CBr)Nc1c2c(nn1-c1ccccc1)CSC2,7,-3,-2,-4,-6,7,-16,-24
O=C(CN1CCOCC1)Nc1ccccc1Cl,-3,-13,-29,6,-8,-19,11,16
COc1cccc(NS(=O)(=O)c2cc3c(cc2C)N(C)CCO3)c1,3,6,-1,0,-4,5,-8,-11
COc1ccc(C2C(C)C3(O)CC(C#N)(C(=O)N3)C2(C#N)C#N)cc1 (centres undefined),-3,-3,-13,6,5,11,-1,5
O=C(CN1CC(=O)Oc2ccccc21)OCC(=O)c1ccc(Br)cc1,-1,8,19,-33,-16,2,12,9
CCOC(=O)Cn1c(=O)c2c(nc3n2CCCCN3c2ccc(OCC)cc2)n(C)c1=O,-10,0,-11,1,6,10,11,-19
COc1cc(/C=C/C(=O)c2c(O)cc(C)oc2=O)cc(OC)c1O,-5,8,12,-14,-9,20,-6,-2
CCN1C(=O)c2cccc3c(NC(=O)C(C)(C)C)ccc1c23,-6,11,13,-5,-6,3,-2,11
Cc1ccc(OCC(O)CN2CCN(CC(O)COC(C)C)CC2)c(C(C)(C)C)c1 (centres undefined),5,18,-14,23,-3,10,-6,-5
CN(CC(=O)Nc1ccccc1Cl)C(=O)Cn1cc(C(F)(F)F)cc(Cl)c1=O,8,-3,4,-1,0,-5,9,5
Cc1cccc(C)c1NC(=O)CSc1nc(C2CC2)nc2ccccc12,-4,7,8,-8,-8,-6,-12,-2
Cc1cccc(Nc2nc(N)c([N+](=O)[O-])c(N3CCC(C)CC3)n2)c1,-9,4,24,13,1,-3,5,-7
COc1cc(C(=O)NC2CC3CCCC(C2)N3C2CC2)cc(OC)c1OC (centres undefined),-3,-3,-2,-2,-7,7,7,-17
C=CCN=C(NC#N)SCc1ccccc1Cl,-3,-8,1,0,1,3,-6,3
CCn1c(SCC(=O)c2ccc(O)c(O)c2)nnc1-c1ccc(C)cc1,2,11,3,4,8,-34,5,-56

# (more compounds)
structure,SENP8 block,CCR6 antag,Apaf1 inhib,UBC13 polyUb,EBI2 block,Gli-Sufu block,Jurkat NFkB inh,697 NFkB inh
N#Cc1ccc(/C=C2\CCn3c2nc2cc(C(=O)O)ccc2c3=O)cc1,2,9,5,1,-9,3,-6,-5
CCC(CC)c1nnc(NC(=O)c2ccc(N3CCCCC3)c([N+](=O)[O-])c2)s1,-2,20,17,-31,20,3,-13,-6
CC(C)=CCC/C(C)=C/CNC(=O)C[C@H]1C[C@H](C(=O)N2CCCCC2)[C@@]2(CCc3ccccc3)c3[nH]c4cc(-c5ccco5)ccc4c3CCN2C1=O,·,29,21,·,19,2,·,18
O=C(Cc1c(F)cccc1Cl)OCC(=O)c1ccc[nH]1,6,1,-6,0,8,56*,5,14
Cc1cc(C)cc(N(C(=O)c2csnn2)C(C(=O)NC2CCCC2)c2cccnc2)c1 (centres undefined),6,-3,3,1,10,1,0,5
COCCNC(=O)Cn1c(=O)n(CCCC(=O)NCc2ccc3c(c2)OCO3)c(=O)c2sccc21,1,8,3,11,-8,20,-5,8
COc1cc2c(cc1OC)CN(CC(=O)Nc1ccc(C#N)cc1)CC2,4,3,9,16,-13,9,11,9
CC/C(=N\NC(=O)c1cc(C2CC2)[nH]n1)c1ccccc1,-9,16,-2,5,-11,-48,-65,-63
Cc1ccc(-c2cc(C(F)F)n3ncc(C(=O)Nc4c(C)nn(Cc5ccccc5Cl)c4C)c3n2)cc1,-4,9,21,-15,37,-14,5,-14
CCCCOC(=O)C1=C(C)Nc2ncnn2C1c1ccc(OC)c(OC)c1OC (centres undefined),-1,-11,8,-14,2,2,-10,-34
O=C(CSc1ccccc1Cl)N1CCOCC1,4,0,3,1,-3,-4,-5,-9
Cc1ccc(OCc2nnc(NC(=O)OCC(C)C)s2)c(C)c1,-2,·,1,0,·,·,5,10

# Reprinted at random: 3 records from the list.
structure,SENP8 block,CCR6 antag,Apaf1 inhib,UBC13 polyUb,EBI2 block,Gli-Sufu block,Jurkat NFkB inh,697 NFkB inh
COc1cccc(/C=C(\CC(=O)O)c2nc3ccccc3s2)c1,6,8,6,-4,-2,-2,-4,2
Clc1ccc(NCc2nnc3n2CCCCC3)cc1,-1,5,-11,7,26,4,1,17
C/C(N)=C(/C#N)C(=O)CSc1nc2ccc(C)cc2[nH]1,-14,12,1,-4,6,-57,-128,-150

# Further results.
structure,SENP8 block,CCR6 antag,Apaf1 inhib,UBC13 polyUb,EBI2 block,Gli-Sufu block,Jurkat NFkB inh,697 NFkB inh
Cc1ccc(C(=O)N2CCN(S(=O)(=O)c3ccccc3[N+](=O)[O-])C2)cc1,-4,15,-12,4,-2,-7,6,-12
COc1ccc(N2C(=O)NC3CC2(C)Oc2ccc(Br)cc23)cc1OC (centres undefined),-10,-7,12,-14,-10,1,-16,-67
Cn1c(=O)c2ncn(CC(=O)Nc3cccc(-c4nc5ccccc5s4)c3)c2n(C)c1=O,60*,5,15,2,3,-6,-24,-133
CN(C)CCNc1ccc(-c2n[nH]c(=O)c3ccccc23)cc1[N+](=O)[O-],-9,29,5,-72,9,17,-18,13
Cc1cc2c(c(C)nn2-c2ccccc2)c(=O)o1,1,-7,9,-3,4,-2,9,-11
Cc1ccc(-c2csc(C3C(N)=NC(S)=C(C#N)C34CCCCC4)n2)cc1 (centres undefined),1,-2,22,-12,-2,-6,-16,-12
O=c1c2ccccc2ncn1Cc1ccccc1,-3,1,-22,22,5,-2,6,7
CS(=O)(=O)N(CC(=O)Nc1ccc2c(c1)OCCO2)Cc1ccccc1,1,-3,-1,10,-3,-2,-5,5
O=c1[nH]nc(CNc2ccc(Cl)cc2Cl)c2ccccc12,-4,22,-10,-3,19,4,0,-15
CCOC(=O)c1c(NC(=O)CSc2nnc(C)o2)sc(C)c1C,-3,2,-14,4,-8,0,4,7
S=c1[nH]nc(C2CCCCC2)n1/N=C/c1ccco1,4,15,2,2,-5,5,-5,20
CCN(CC)C(=O)c1oc2ccc(S(=O)(=O)N3CCCCCC3)cc2c1C,-127,-2,12,3,-7,25,6,-27
CCOP(=O)(c1ccc(N(C)C)cc1)C(O)c1ccccc1 (centres undefined),-5,0,6,-5,-8,-5,-10,3

# Assay outcomes as filed in PubChem.
